Bioassay records: PubChem, several laboratories
FadD28 FP inh = blocks FadD28 binding to the bisubstrate probe; actives 0.22% (n = 360,000); fluorescence polarization; inhibition, % at 12.5 µM; in the data active means inhibition above about 8.5%, passing the limit was not always enough; inconclusive means no clear call, values can overlap the other calls
PrPC TRFRET = inhibitors of human cell surface prion protein PrPC. P04156. TR-FRET read-out. inhibition, % at 13.8 µM. actives 0.43% (n = 370,000); in the data active means inhibition above about 24%; further: 0% = median of the test wells and 100% = reference compound wells
BoNT-F LC inh = blocks Botulinum neurotoxin F light chain protease. Multiplex microsphere protease cleavage assay, flow cytometry. inhibition, % at 10 µM. actives 0.22% (n = 360,000). AID 588497; in the data active means inhibition above about 35%, passing the limit was not always enough; inconclusive means no clear call, values can overlap the other calls; further: plate controls were buffer without enzyme for full effect and enzyme alone for no effect
BioA inh = inhibitors of Mycobacterium tuberculosis BioA enzyme | purified M. tuberculosis BioA enzyme, plate reader | inhibition, % at 9.99 µM | actives 0.096% (n = 360,000) | AID 602481; in the data active means inhibition above about 40%; inconclusive means no clear call, values can overlap the other calls
Rv3671c inh = Rv3671c (M. tuberculosis) protease inhibition | actives 0.048% (n = 320,000) | inhibition, % at 5.96 µM | P9WHR9 | AID 2606; in the data active means inhibition above about 38%;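 further: extracellular domain of Rv3671c used as enzyme; 0% = enzyme with DMSO and 100% = no enzyme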
Target sequence (P9WHR9 whole entry, looked up, the tested form may be a part): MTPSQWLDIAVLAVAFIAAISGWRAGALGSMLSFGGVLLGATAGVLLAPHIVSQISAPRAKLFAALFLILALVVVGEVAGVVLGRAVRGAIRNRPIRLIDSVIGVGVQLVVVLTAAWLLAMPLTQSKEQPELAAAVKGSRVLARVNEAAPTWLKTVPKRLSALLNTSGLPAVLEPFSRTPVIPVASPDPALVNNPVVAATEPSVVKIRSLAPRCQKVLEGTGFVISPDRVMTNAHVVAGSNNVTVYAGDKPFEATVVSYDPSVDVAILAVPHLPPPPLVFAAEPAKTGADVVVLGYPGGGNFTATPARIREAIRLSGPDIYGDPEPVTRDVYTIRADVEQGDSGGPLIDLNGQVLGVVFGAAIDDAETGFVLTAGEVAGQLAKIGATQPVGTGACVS
Mtb UGM inh = blocks M. tuberculosis UGM enzyme; AID 504406; inhibition, % at 10 µM; purified UGM, fluorescence polarization probe displacement; actives 0.06% (n = 320,000); in the data active means inhibition above about 10%, passing the limit was not always enough; inconclusive means no clear call, values can overlap the other calls
GDH-TPI counter = GDH-TPI coupled enzyme inhibition counter-screen. GDH-TPI coupled enzyme counterscreen, NADH absorbance. inhibition, % at 4.8 µM. actives 1.2% (n = 360,000); in the data active means inhibition above about 30%;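 further: 0% = DMSO wells and 100% = wells lacking the enzyme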
MazEF act = increases E. coli MazEF RNase cleavage of RNA; P0AE70; FAM/BHQ RNA-DNA oligo cleavage fluorescence, 5 h; activation, % at 20 µM; actives 0.32% (n = 350,000); AID 504720; in the data active means activation above about 50%
Target sequence (P0AE70 whole entry, looked up): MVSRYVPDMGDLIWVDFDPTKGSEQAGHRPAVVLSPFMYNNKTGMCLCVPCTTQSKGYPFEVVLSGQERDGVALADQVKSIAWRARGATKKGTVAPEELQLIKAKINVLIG
FBA Mtb inh = inhibitors of M. tuberculosis fructose-bisphosphate aldolase. purified M. tuberculosis FBA, fluorescence read-out. inhibition, % at 1 µM. P9WQA3. actives 2.3% (n = 360,000). AID 588726; in the data active means inhibition above about 27%;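 further: 0% = vehicle and 100% = reference inhibitor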
Target sequence (P9WQA3 whole entry, looked up): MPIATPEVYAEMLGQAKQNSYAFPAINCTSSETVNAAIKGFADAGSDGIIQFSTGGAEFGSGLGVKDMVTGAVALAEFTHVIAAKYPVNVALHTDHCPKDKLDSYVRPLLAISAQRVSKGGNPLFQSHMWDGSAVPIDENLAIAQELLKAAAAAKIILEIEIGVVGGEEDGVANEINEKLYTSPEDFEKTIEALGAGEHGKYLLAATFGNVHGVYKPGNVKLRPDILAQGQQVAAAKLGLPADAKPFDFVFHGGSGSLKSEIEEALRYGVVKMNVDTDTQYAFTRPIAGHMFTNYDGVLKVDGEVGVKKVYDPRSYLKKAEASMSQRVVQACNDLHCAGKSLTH
Starred values were filed as active, the others as inactive; i = inactive; ? = inconclusive; · = no result given.

Results follow in this order: PrPC TRFRET, MazEF act, BoNT-F LC inh, Mtb UGM inh, FadD28 FP inh, GDH-TPI counter, Rv3671c inh, BioA inh, FBA Mtb inh
- CCOC(=O)c1ccc(NC(=O)CNS(=O)(=O)c2ccccc2)cc1
    3, -3, 19, -0.3, 1.4, -16, -7, 1.3, 11
- O=C(COC(=O)/C=C/c1ccc(Cl)cc1Cl)Nc1cccc(S(=O)(=O)NC2=NCCC2)c1
    -3, 2, 3, ·, -5.1, -4, ·, 0.3, -1
- Cc1cc([N+](=O)[O-])nn1CC(=O)N/N=C/c1ccccc1O
    -7, 10, -1, -0.4, -3.6, 6, 16, ·, 0
- O=C(Cc1ccc(Br)cc1)N/N=C/c1ccc(-c2cccc(C(=O)O)c2)o1
    -2, 4, -2, 0.0, -1.1, 62*, 3, -1.0, 7
- Cc1ccc(S(=O)(=O)Nc2ccc(S(=O)(=O)Nc3ncccn3)cc2)cc1
    8, 2, 4, 0.7, -3.3, 1, -3, -0.4, 0
- O=C(NCc1ccc(OC(F)(F)F)cc1)C1CC(c2cccc(F)c2)=NO1 (stereo unspecified)
    2, -5, 4, 1.9, -0.7, 7, -5, 0.6, 4
- COc1ccc(C(=O)COC(=O)CSCc2c(C)noc2C)cc1OC
    -4, -2, 1, 3.3, -0.7, 10, -2, ·, 6
- Cc1nn(-c2ccccc2)c(C)c1CN
    9, 4, -1, -1.4, -1.1, 0, 5, ·, 3
- Fc1ccc(CN2CCN(c3ncccn3)CC2)c(F)c1
    9, 9, -5, -1.1, -0.2, -1, 9, -0.9, 3
- O=C(OCC(=O)N1CCc2ccccc2C1)c1cc(=O)[nH]c2ccccc12
    -8, 6, -3, 0.3, -4.2, -8, -4, -1.1, 2
- COc1ccc(C(=O)NC2=C(C#N)CCC2)cc1OC
    2, 0, -18, -0.3, -1.2, 6, 1, 25, 2
- CC(C)(C)c1cc(N)on1
    -1, 4, 3, -0.7, -1.2, 4, -6, -3.0, 1
- CN(C)c1ccc(C(=O)N/N=C/C23CC[C@@H](O)CC2(O)CC[C@@H]2[C@@H]3CCC3(C)C(C4=CC(=O)OC4)CCC23O)cc1 (stereo partly specified)
    6, 3, 0, 1.3, -0.3, 45*, -2, 0.5, 1
- COCCOC(=O)c1c(C)oc2ccc(NS(=O)(=O)c3ccc(C)cc3)cc12
    3, -1, -5, -2.6, -7.6, -4, -20, -0.4, -6
- Cc1c(C(=O)N2CCN(S(C)(=O)=O)CC2)oc2ccccc12
    -5, 4, 0, -2.5, -3.8, -4, 4, 5.0, -2

Continued.
Results follow in this order: PrPC TRFRET, MazEF act, BoNT-F LC inh, Mtb UGM inh, FadD28 FP inh, GDH-TPI counter, Rv3671c inh, BioA inh, FBA Mtb inh
- COC(=O)C1=C(C)N(C)C(C)=C(C(=O)OC)C1c1ccc(Cl)cc1
    1, -1, -27, 0.2, -0.1, 7, 0, -0.1, -1
- C[C@@H]1CN([C@H](C)CO)C(=O)Cc2cc(NS(=O)(=O)c3cn(C)cn3)ccc2O[C@H]1CN(C)S(=O)(=O)c1ccc(Cl)cc1
    -5, 8, -1, ·, -0.3, 17, -1, 2.4, 2
- Cc1cc(NC(=O)CSc2n[nH]c(CC(C)C)n2)no1
    -2, 5, 1, 1.1, -1.2, 0, 0, -2.3, 2
- O=C(CCCOc1ccc(Cl)cc1Cl)N1CCc2ccccc2C1
    -1, -8, 2, 3.9, -1.3, 8, -5, -3.8, 7
- CCOc1ccc(NC(=O)C(=O)NCCN2CCN(C(=O)c3ccc(C)cc3)CC2)cc1
    -12, 6, -18, 0.6, ·, 0, 3, ·, 1
- Cc1csc(=O)n1CCC(=O)OCC(=O)NNC(=O)c1ccc(Cl)cc1
    1, -3, ·, ·, -1.5, 1, ·, -1.0, 5
- CCc1nnc(N/N=C/c2cc(Br)c(O)cc2O)n1N
    -2, 2, ?, 1.8, 1.3, 24, -60, -2.4, -2
- O=C(N/N=C/c1ccc(N2CCOCC2)s1)c1ccc(NS(=O)(=O)c2cccs2)cc1
    -14, -14, -2, -2.7, -0.4, 45*, 21, -1.2, 0
- Cc1n[nH]c(C)c1CS(=O)(=O)c1ccccc1
    0, -12, 2, -0.2, -4.1, 7, 1, ·, 0
- O=C1CCCN1CCC(=O)N1CCCC(CO)(Cc2ccccc2)C1 (stereo unspecified)
    -6, 5, 3, -1.8, 0.4, 3, -8, -0.6, 2
- O=C(NCc1cccs1)C1CCCN1C(=O)Nc1ccccc1[N+](=O)[O-] (stereo unspecified)
    -22, 2, -15, 0.5, 0.8, 4, -10, 0.4, 0
- Cc1cc(/C=N/NC(=O)c2nn(C)cc2Cl)c(C)n1-c1cccc(Br)c1
    2, 3, -6, 2.2, -2.0, 16, 3, -1.7, 6
- CCOc1ncccc1C(=O)Nc1nnc(C2CC2)s1
    -1, 12, 0, -0.1, -0.4, 5, -4, ·, 2
- CC(=O)Nc1ccc(S(=O)(=O)N(C)CC(=O)OCCOc2cccc(C)c2)cc1
    -7, -1, 5, -1.8, -5.5, 1, -4, 1.2, -2
- CC1(C(=O)NS(=O)(=O)Cc2cccc(Cl)c2)CCN1C(=O)c1cccc(F)c1 (stereo unspecified)
    5, ·, -1, ·, -3.7, -5, ·, -0.6, -1

In another format: entries from further up
Molecule | PrPC TRFRET | MazEF act | BoNT-F LC inh | Mtb UGM inh | FadD28 FP inh | GDH-TPI counter | Rv3671c inh | BioA inh | FBA Mtb inh
Cc1cc(NC(=O)CSc2n[nH]c(CC(C)C)n2)no1 | -2 | 5 | 1 | 1.1 | -1.2 | 0 | 0 | -2.3 | 2
O=C(CCCOc1ccc(Cl)cc1Cl)N1CCc2ccccc2C1 | -1 | -8 | 2 | 3.9 | -1.3 | 8 | -5 | -3.8 | 7
CCOc1ccc(NC(=O)C(=O)NCCN2CCN(C(=O)c3ccc(C)cc3)CC2)cc1 | -12 | 6 | -18 | 0.6 | · | 0 | 3 | · | 1
Cc1csc(=O)n1CCC(=O)OCC(=O)NNC(=O)c1ccc(Cl)cc1 | 1 | -3 | · | · | -1.5 | 1 | · | -1.0 | 5
CCc1nnc(N/N=C/c2cc(Br)c(O)cc2O)n1N | -2 | 2 | ? | 1.8 | 1.3 | 24 | -60 | -2.4 | -2
O=C(N/N=C/c1ccc(N2CCOCC2)s1)c1ccc(NS(=O)(=O)c2cccs2)cc1 | -14 | -14 | -2 | -2.7 | -0.4 | 45* | 21 | -1.2 | 0
Cc1n[nH]c(C)c1CS(=O)(=O)c1ccccc1 | 0 | -12 | 2 | -0.2 | -4.1 | 7 | 1 | · | 0
O=C1CCCN1CCC(=O)N1CCCC(CO)(Cc2ccccc2)C1 (stereo unspecified) | -6 | 5 | 3 | -1.8 | 0.4 | 3 | -8 | -0.6 | 2
O=C(NCc1cccs1)C1CCCN1C(=O)Nc1ccccc1[N+](=O)[O-] (stereo unspecified) | -22 | 2 | -15 | 0.5 | 0.8 | 4 | -10 | 0.4 | 0
Cc1cc(/C=N/NC(=O)c2nn(C)cc2Cl)c(C)n1-c1cccc(Br)c1 | 2 | 3 | -6 | 2.2 | -2.0 | 16 | 3 | -1.7 | 6
CCOc1ncccc1C(=O)Nc1nnc(C2CC2)s1 | -1 | 12 | 0 | -0.1 | -0.4 | 5 | -4 | · | 2
CC(=O)Nc1ccc(S(=O)(=O)N(C)CC(=O)OCCOc2cccc(C)c2)cc1 | -7 | -1 | 5 | -1.8 | -5.5 | 1 | -4 | 1.2 | -2
CC1(C(=O)NS(=O)(=O)Cc2cccc(Cl)c2)CCN1C(=O)c1cccc(F)c1 (stereo unspecified) | 5 | · | -1 | · | -3.7 | -5 | · | -0.6 | -1

Next part.
Results follow in this order: PrPC TRFRET, MazEF act, BoNT-F LC inh, Mtb UGM inh, FadD28 FP inh, GDH-TPI counter, Rv3671c inh, BioA inh, FBA Mtb inh
- CC(C)(C)C(=O)NNc1nc(-c2ccccc2)c2cc(Br)ccc2n1
    1, 6, 4, -1.5, -0.8, 5, -10, ·, 1
- Cc1cccc(NC(=O)[C@@H]2CCCN2S(=O)(=O)c2ccc(Cl)cc2)c1
    2, 3, -2, -1.1, -3.1, 4, 2, -0.1, 1
- CCOCc1nc(N)[nH]c(=O)c1Cc1ccc(OC(C)C)cc1
    4, 4, -4, -3.3, -0.1, 8, 2, -0.7, 1
- Oc1cc(-c2cccnc2)cc2cccnc12
    -11, 10, -2, 3.5, -0.2, 5, -9, -1.1, -1
- Cn1c(=O)c2cc(NC(=O)Nc3ccccc3)ccc2n1Cc1ccccc1
    13, ·, 6, ·, 2.5, 4, ·, 10, 142*
- COC(=O)Nc1ccc(S(=O)(=O)Nc2ccc(C(=O)O)cc2)cc1
    1, 12, -2, 1.8, -2.2, -4, -1, ·, -3
- COCC(=O)N1CCC(Oc2ccc(C(=O)N3CCN(C)C[C@@H]3C(C)C)cc2)CC1
    -2, 9, ·, ·, -0.4, -3, ·, -1.4, 2
- Cc1ccc(C(=O)CSC2=C(C#N)C(c3ccco3)CC(=O)N2)c(C)c1 (stereo unspecified)
    1, -1, -11, 2.7, -0.2, 12, -9, 7.6, 0
- Cc1ccccc1CCNC(=O)Cn1nc(C)c2c(C)n(-c3ccccc3)nc2c1=O
    -3, 6, -20, 2.0, -11, 14, -27, 3.4, 2
- O=C(C1CCCC1)N1CCCC(Nc2ccc(F)cc2)C1 (stereo unspecified)
    6, i, 0, -0.7, -3.3, -11, -1, 3.2, -2
- CC1(C#N)c2ccccc2C(Br)=CN1C(=O)c1ccccc1 (stereo unspecified)
    4, 6, -5, 0.3, -3.9, 8, -4, 0.8, 3
- COc1ccc(Cc2nnc(NC(=O)CS(=O)(=O)c3ccccc3)s2)cc1OC
    -2, -4, 2, -2.8, 1.2, 11, -4, -1.1, 3
- COc1cc(NS(=O)(=O)c2ccc(NC(=S)NC(=O)c3ccco3)cc2)ncn1
    2, -14, 0, 1.0, -2.2, 12, -5, -1.3, -2
- COc1ccccc1C(=O)COC(=O)c1ccc(N(C)C)cc1
    -1, 1, -4, 0.3, 1.7, 6, -12, ·, 0
- CCN1C(=O)[C@H]2[C@@H](c3ccc(OC)cc3)N[C@]3(CCCN(CC4CCCCC4)C3=O)[C@H]2C1=O
    -3, 4, -9, ·, -2.9, -4, ·, -1.3, -5

Other entries
Results follow in this order: PrPC TRFRET, MazEF act, BoNT-F LC inh, Mtb UGM inh, FadD28 FP inh, GDH-TPI counter, Rv3671c inh, BioA inh, FBA Mtb inh
- CCCCn1c(SCC(=O)N2CCCCC2C)nc2cc(S(N)(=O)=O)ccc21 (stereo unspecified)
    3, 7, 5, 2.1, -3.6, 2, -8, -1.2, -2
- Cn1c(N)c(-c2nc3cccnc3n2C)sc1=S
    -3, 6, -4, -2.4, -1.0, 2, -1, ·, 6
- CCCCn1c(N)c(N(CCOC)C(=O)c2ccc(N3C(=O)c4ccccc4C3=O)cc2)c(=O)[nH]c1=O
    -3, 7, -3, ·, -3.0, -2, ·, -1.2, -3
- O=C(O)/C=C/C(=O)Nc1ccc(SC(F)(F)F)cc1
    2, 10, -4, 3.8, -0.5, 1, -1, -3.0, 3
- Clc1cccc(N2CCN(Cc3ccc(Br)o3)CC2)c1
    6, 19, 3, 0.2, -3.5, 0, ·, 1.7, -4
- CS(=O)(=O)c1ccccc1-c1nnc(NC(=O)C2=COCCO2)o1
    6, 6, -4, ·, -1.0, 10, 4, -1.4, -1
- COCc1cccc(-c2csc(C(O)c3ccc(F)cc3)n2)c1 (stereo unspecified)
    9, ·, -6, ·, -4.0, 4, ·, 0.7, 1
- CCCOc1ccc(N2C(=O)C3ON(c4ccccc4)C(c4ccc(O)c(OC)c4)C3C2=O)cc1 (stereo unspecified)
    3, -5, -10, 1.6, -5.0, -3, -11, -1.8, 2

Profiles, quoted from the list:
Listed for Cn1c(N)c(-c2nc3cccnc3n2C)sc1=S : PrPC TRFRET = -3; MazEF act = 6; BoNT-F LC inh = -4; Mtb UGM inh = -2.4; FadD28 FP inh = -1.0; GDH-TPI counter = 2; Rv3671c inh = -1; BioA inh = ·; FBA Mtb inh = 6
Listed for O=C(O)/C=C/C(=O)Nc1ccc(SC(F)(F)F)cc1 : PrPC TRFRET = 2; MazEF act = 10; BoNT-F LC inh = -4; Mtb UGM inh = 3.8; FadD28 FP inh = -0.5; GDH-TPI counter = 1; Rv3671c inh = -1; BioA inh = -3.0; FBA Mtb inh = 3
